D2 antag: antagonizes the human D2 dopamine receptor; P14416; HEK293 TREx D2 cells, calcium flux, dopamine EC80; inhibition, % at 10 µM; actives 2% (n = 340,000); AID 485344; in the data active means inhibition above about 30%; further: 0% is about no effect
Target sequence (P14416 whole entry, looked up): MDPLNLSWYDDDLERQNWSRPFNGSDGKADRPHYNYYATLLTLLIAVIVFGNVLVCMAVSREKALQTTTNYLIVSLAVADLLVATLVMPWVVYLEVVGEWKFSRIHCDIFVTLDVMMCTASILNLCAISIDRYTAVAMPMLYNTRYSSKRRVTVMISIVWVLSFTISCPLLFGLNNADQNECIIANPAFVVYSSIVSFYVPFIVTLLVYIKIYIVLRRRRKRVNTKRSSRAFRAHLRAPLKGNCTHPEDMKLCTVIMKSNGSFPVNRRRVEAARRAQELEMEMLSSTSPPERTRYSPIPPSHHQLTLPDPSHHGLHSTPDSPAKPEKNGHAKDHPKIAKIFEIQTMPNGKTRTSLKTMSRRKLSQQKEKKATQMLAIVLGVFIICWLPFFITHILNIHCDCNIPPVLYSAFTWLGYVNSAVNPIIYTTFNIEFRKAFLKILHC
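Tetracycline-induced HEK293 T-REx cells expressing D2 force-coupled to calcium signalling were dye-loaded, exposed to compound for 180 s, then challenged with an EC80 of dopamine; calcium flux was followed kinetically for a further 180 s.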
RXFP1 antag: antagonists of human relaxin receptor RXFP1; Q9HBX9; HEK293-RXFP1, relaxin-stimulated cAMP HTRF, 30 min; stronger effect = lower value; activity change, negative = inhibition, % at 57.5 µM; actives 0.59% (n = 350,000);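 active means activity change of -60% or lower, but not beyond a set lower limit; inconclusive means change between -60% and -40%, or beyond the set limit; inactive means change above -40%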; further: on the % scale 0 is the no-effect control and ±100 the full control effect
D2 ag: D2 dopamine receptor (human) agonism; HEK293 T-REx D2 cells, calcium flux agonist mode; activation, % at 2 µM; actives 0.53% (n = 340,000); AID 485358;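 active means activation over 3 SD above normal in the single-dose calcium agonist read, cut at about 30% in these data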; further: 0% is about no effect
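Tetracycline-induced HEK293 T-REx cells with force-coupled D2 receptor, plated overnight at 30 C, loaded with no-wash calcium dye. After a 10 s baseline, compound was pin-added and calcium flux read kinetically for 180 s; calcium rises flagged agonists.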
TRHR enhancer: TRH receptor (human) allosteric enhancement | P34981 | actives 0.66% (n = 360,000) | TRHR cells, fluo-8 calcium fluorescence, EC20 TRH enhancement | enhancement, % at 2 µM | AID 493056; in the data active means enhancement above about 30%; further: 0% is about no effect
Target sequence (P34981 whole entry, looked up): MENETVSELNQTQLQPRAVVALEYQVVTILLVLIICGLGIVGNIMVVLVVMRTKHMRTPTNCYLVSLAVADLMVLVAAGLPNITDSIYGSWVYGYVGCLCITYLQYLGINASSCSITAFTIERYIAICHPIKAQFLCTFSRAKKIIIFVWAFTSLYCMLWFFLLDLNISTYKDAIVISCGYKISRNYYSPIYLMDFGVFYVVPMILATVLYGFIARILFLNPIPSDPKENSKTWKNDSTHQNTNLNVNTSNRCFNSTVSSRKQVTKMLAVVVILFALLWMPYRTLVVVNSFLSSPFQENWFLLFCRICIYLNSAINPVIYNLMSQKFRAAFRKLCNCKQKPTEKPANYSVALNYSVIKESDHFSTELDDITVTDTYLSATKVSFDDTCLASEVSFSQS
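Enhancer read-out: after compound pinning and an initial kinetic agonist-mode read, an EC20 of TRH (10 nM final) was injected and fluo-8 calcium signal (Ex 480/Em 530) followed at 1 s/cycle for 100 cycles in TRHR-expressing cells.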
TRHR agonist: TRH receptor (human) agonism | TRHR cells, calcium flux fluo-8, FDSS agonist mode | activation, % at 2 µM | actives 0.18% (n = 360,000) | AID 493084; further: 0% is about no effect
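Agonist-mode FDSS calcium read (Ex 480/Em 530, 1 s cycles) in 1536-well TRHR cells with fluo-8 dye, after 10-cycle baseline and 23 nL compound addition; TRH at EC20 (10 nM final) added afterwards for the enhancer phase.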
D1 antagonist: blocks dopamine activation of the human D1 receptor | HEK293 TREx D1 cells, calcium flux, dopamine EC80; stronger effect = lower value | activity change, negative = inhibition, % at 10 µM | actives 3.2% (n = 360,000); in the data active means activity change below about -30%; further: on the % scale 0 is the no-effect control and ±100 the full control effect
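Cells carrying a force-coupled, tetracycline-inducible human D1 receptor report calcium flux. Each well gets a 10 s baseline, compound with 180 s monitoring, then an EC80 dopamine stimulus with a second 180 s kinetic read.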
D2 PAM: D2 dopamine receptor (human) potentiation; P14416; HEK293 T-REx D2, calcium flux, EC20 dopamine potentiation; potentiation, % at 10 µM; actives 0.34% (n = 340,000);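 active means potentiation over 3 SD above the plate norm, cut at about 30% in these data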; further: 0% is about no effect
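Calcium flux readout, no-wash dye, 1 read/s. Inducible HEK293 Trex D2 line, overnight 30 C. Compound alone 180 s (agonist flags), then EC20 dopamine, another 180 s to score potentiation.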
D1 PAM: potentiators of human D1 dopamine receptor | P21728 | HEK293 TREx D1 cells, calcium flux, dopamine EC20 potentiation | potentiation, % at 10 µM | actives 0.036% (n = 360,000) | AID 504651; in the data active means potentiation above about 30%; further: 0% is about no effect
D1 ag: agonists of human D1 dopamine receptor; P21728; HEK293 T-REx D1 cells, calcium flux, agonist mode; activation, % at 2 µM; actives 1% (n = 360,000); AID 504660; further: 0% is about no effect
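Inducible HEK293 T-REx D1 cells, force-coupled to calcium signalling, were plated at 4000 cells/well with tetracycline and held overnight at 30 C. After no-wash calcium dye loading, compound-evoked calcium rise over 180 s flagged agonists.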
Active calls of the source: *; ? = inconclusive; . = not tested or not shown. Unless noted, no stated cut-off is given here; in the data, active means activation above about 30%; inactive means the rest.

SMILES | D2 antag | RXFP1 antag | D2 ag | TRHR enhancer | TRHR agonist | D1 antagonist | D2 PAM | D1 PAM | D1 ag
Cc1cc(Cl)ccc1NC(=S)N1CCN(C(=O)C2CCCO2)CC1 (stereo not drawn) | 18 | 24 | -0.7 | -1 | -1.3 | -10 | 6 | -4 | 2
Cc1ccc(S(=O)(=O)NC2CCC(C(=O)O)CC2)cc1 (stereo not drawn) | -5 | -3 | 1.2 | 6 | -0.9 | 10 | -9 | -2 | 1
Cc1noc(C)c1CSCC(=O)Oc1ccc(N(C)S(=O)(=O)c2ccc(Cl)cc2)cc1 | 3 | 25 | 2.3 | -2 | 1.7 | -13 | -6 | -7 | 19
O=C(CNC(=O)c1ccc(S(=O)(=O)N2CCCC2)cc1)N/N=C/c1ccco1 | -14 | 4 | 3.3 | 2 | 1.1 | 8 | 15 | 4 | 5
COc1cccc(C(=O)Nc2cc(-c3cn4cccnc4n3)ccc2C)c1OC | . | 23 | 1.0 | 7 | -0.3 | 12 | -2 | -3 | 0
Cc1ccc(NC(=O)c2cc(N3C(=O)C=CC3=O)ccc2Cl)cc1C | -15 | -17 | -1.4 | -5 | -0.8 | 10 | -7 | 2 | 2
O=C(NCc1ccccn1)c1cn(CCc2ccccc2)nn1 | -11 | -6 | -0.5 | 2 | 0.1 | -2 | 1 | -3 | 2
Cc1c(C(=O)C(=O)NCC2CCCO2)c2ccccc2n1C (stereo not drawn) | -10 | -12 | 2.9 | 0 | 0.1 | 5 | -3 | -8 | 7
COc1ccc(-n2c(=O)c3ccc(C(=O)NCc4ccc(C)cc4)cc3n(Cc3ccc(F)cc3Cl)c2=O)cc1 | . | . | -0.6 | -2 | 0.9 | -2 | -7 | 0 | 0
O=C(CSc1ccc(-c2ccc(F)cc2)nn1)Nc1ccc2c(c1)OCCO2 | -1 | -8 | -1.4 | 1 | -0.5 | -3 | -2 | 1 | 1
CC(=O)Nc1cccc(Oc2ncnc3scc(-c4ccc(C)cc4)c23)c1 | 34* | ? | 0.8 | -3 | 2.6 | 12 | -6 | 5 | 5
COc1ccc(Nc2nc(Nc3ccc(OC)cc3OC)nc(N3CCOCC3)n2)c(OC)c1 | . | -4 | -2.1 | -5 | -0.6 | -2 | 0 | -4 | 1
CNCC(O)COc1cccc(OC)c1 (stereo not drawn) | 6 | -7 | -0.2 | 1 | 0.7 | -6 | 0 | 1 | 7
O=C(c1ccc([N+](=O)[O-])cc1)N1c2ncnn2C2(CCCCC2)[C@@H]2CCCC[C@@H]21 | . | -4 | -1.5 | 3 | -0.9 | -5 | -4 | 0 | 1
O=C1C(Cl)=C(NC(=O)c2ccccc2)C(=O)C(Cl)=C1NC(=O)c1ccccc1 | 11 | -105* | 1.4 | -3 | -1.6 | -1 | 5 | -4 | 1
CN(CC(=O)Nc1ccccc1Cl)C(=O)CSc1nnc(-c2ccco2)o1 | 7 | -4 | -0.8 | 2 | -0.7 | 4 | 0 | 6 | 0
O=C(N/N=C\c1ccc(COc2ccc([N+](=O)[O-])cc2)o1)c1cccc(Cl)c1 | 10 | 7 | 0.0 | 0 | -0.6 | -18 | 9 | -9 | 10
COC(=O)c1ccc(NC(=O)CSc2nnc3c4ccccc4n(C(C)C)c3n2)cc1 | . | . | 0.8 | -7 | -1.3 | 2 | 5 | 4 | 0
COc1cc(C(=S)N2CCOCC2)ccc1OC(=O)Cc1ccc(F)cc1 | 2 | . | -0.1 | -3 | 0.6 | -21 | -3 | -7 | 9
O=C1CC(c2ccccc2)Cc2[nH]c(=O)c(-c3nc(-c4cccc(Cl)c4)cs3)cc21 (stereo not drawn) | . | 2 | 0.8 | 13 | 1.1 | -6 | -2 | -1 | 2
Cc1nc2c(-c3ccccc3)c(C)nn2c(C)c1CCC(=O)NC(C)CCc1ccco1 (stereo not drawn) | -7 | . | -1.0 | -3 | -0.8 | -2 | 0 | . | 1
COc1cc(O)c(CCO)c2c1C(=O)C[C@@H](C)O2 | -6 | . | -0.4 | -2 | 0.0 | 13 | 13 | 0 | -3
COc1ccc(-c2nnc3ccc(SCC(=O)NCc4ccco4)nn23)cc1OC | 16 | 6 | 1.2 | 5 | 0.0 | -1 | -1 | 0 | -1
O=C1CC(N2CCN(Cc3ccccc3)CC2)C(=O)N1c1ccccc1 (stereo not drawn) | . | 0 | . | -4 | 0.4 | -2 | . | -1 | -1
COCCNC(=O)c1ccc2c(=O)n(CCc3ccccc3)c(SCC(=O)CC(=O)OC)nc2c1 | . | . | 0.3 | -3 | 0.0 | -34* | 0 | -5 | 1
Cc1ccc(CC2CC(=O)N(c3ccc(C)cc3)C2=O)cc1 (stereo not drawn) | 3 | -1 | -1.1 | 24 | 0.5 | -8 | 7 | -3 | 0
O=C(COC(=O)c1cc(=O)c2ccccc2o1)Nc1ccc2ccccc2c1 | . | -7 | . | 0 | -0.4 | 4 | 1 | 3 | 1
CCc1ccccc1NC(=O)Cn1nnc(C(=O)OC)c1C(=O)OC | . | -6 | -0.6 | -5 | 0.7 | -29 | 1 | 7 | 1
Cc1ccc(NC(=O)C[n+]2ccn(C3=C([O-])c4ccccc4C3=O)c2)cc1 | 6 | -25 | 0.2 | 4 | -0.4 | -41* | -11 | -5 | 2
COc1ccccc1N1CCN(C(=O)CN(c2cc(C)cc(C)c2)S(C)(=O)=O)CC1 | -9 | -2 | -0.2 | -7 | -0.7 | -4 | 0 | 1 | 0
CCn1c(SCc2ccccc2Cl)nc2ccccc21 | -7 | -9 | 0.5 | -4 | 0.2 | 8 | 6 | -2 | 3
Cc1ccc(/C=N/NC(=O)c2nnn(-c3nonc3N)c2CSc2ccc(Cl)cc2)cc1 | 7 | -2 | -0.4 | -15 | 1.2 | -10 | . | -4 | 2
COc1ccc(/C=C2\Oc3cc(OCC(=O)N4CCC[C@H]4C(=O)O)ccc3C2=O)c(OC)c1OC | 5 | 11 | -0.4 | -9 | -0.1 | -12 | 8 | -5 | 2
CCn1c(SCCN2CCOCC2)nc2c1c(=O)n(C)c(=O)n2C | 1 | 6 | 2.3 | -1 | 0.2 | -7 | -2 | -2 | 1
CCS(=O)(=O)N1CCC(C(=O)NCC2CCCO2)CC1 (stereo not drawn) | . | 9 | . | 1 | 0.9 | -36* | . | 0 | 2
Cn1c(SCC(=O)Nc2nc3ccccc3s2)ncc(C(=O)Nc2ccc(Cl)cc2)c1=O | . | 9 | 0.5 | 5 | 0.4 | . | -5 | -2 | -2
Cc1[nH]c(C)c(S(=O)(=O)N2CCN(c3ccc(Cl)cc3)CC2)c1C(=O)N1CCCC1 | 8 | 1 | 0.1 | 4 | -0.3 | -34* | -5 | 0 | 0
C=CCC1CCCCC12NC(=O)NC2=O (stereo not drawn) | 8 | -10 | 0.3 | -4 | 0.5 | -1 | -6 | -13 | 1
CCN=C1Sc2nc3ccc(OCC)cc3cc2CN1CCOC | -8 | -2 | 1.0 | -4 | -0.7 | -8 | 5 | -3 | 2
CCN1CCc2c(OCC(=O)N3CCCc4ccccc43)cccc2C1=O | -3 | 2 | -0.6 | -6 | 0.0 | -15 | -5 | -3 | 9

Brought forward from above: 6 compounds, followed by the next part.
SMILES | D2 antag | RXFP1 antag | D2 ag | TRHR enhancer | TRHR agonist | D1 antagonist | D2 PAM | D1 PAM | D1 ag
CCS(=O)(=O)N1CCC(C(=O)NCC2CCCO2)CC1 (stereo not drawn) | . | 9 | . | 1 | 0.9 | -36* | . | 0 | 2
Cn1c(SCC(=O)Nc2nc3ccccc3s2)ncc(C(=O)Nc2ccc(Cl)cc2)c1=O | . | 9 | 0.5 | 5 | 0.4 | . | -5 | -2 | -2
Cc1[nH]c(C)c(S(=O)(=O)N2CCN(c3ccc(Cl)cc3)CC2)c1C(=O)N1CCCC1 | 8 | 1 | 0.1 | 4 | -0.3 | -34* | -5 | 0 | 0
C=CCC1CCCCC12NC(=O)NC2=O (stereo not drawn) | 8 | -10 | 0.3 | -4 | 0.5 | -1 | -6 | -13 | 1
CCN=C1Sc2nc3ccc(OCC)cc3cc2CN1CCOC | -8 | -2 | 1.0 | -4 | -0.7 | -8 | 5 | -3 | 2
CCN1CCc2c(OCC(=O)N3CCCc4ccccc43)cccc2C1=O | -3 | 2 | -0.6 | -6 | 0.0 | -15 | -5 | -3 | 9
COc1ccccc1C(CNC(=O)c1ccc(C)c(S(=O)(=O)N2CCCCC2)c1)N(C)C (stereo not drawn) | 8 | 1 | -0.9 | 3 | 0.0 | 11 | -25 | -6 | 4
CCN(CC)S(=O)(=O)c1ccc(Cl)c(C(=O)OC2CC(C)OC2=O)c1 (stereo not drawn) | 30 | -5 | -0.4 | 1 | -0.5 | 2 | 2 | -7 | 1
CCn1c(=S)sc2c(=O)n(CC(=O)Nc3cc(OC)ccc3OC)c(C)nc21 | 1 | 1 | 0.6 | -15 | 0.2 | -5 | 2 | 3 | -1
COc1ccc(CCC(=O)Nc2nc3ccccc3[nH]2)cc1OC | 12 | 5 | -0.3 | -1 | -0.4 | 6 | -3 | -7 | 1
COc1ccc(OC)c(S(=O)(=O)N2CCC(C(=O)N(C)Cc3ccccc3)CC2)c1 | -3 | 5 | -0.1 | -2 | 0.0 | -22 | 8 | 0 | 2
COc1cccc(CN(C)C(=O)CC2C(=O)NCCN2C2Cc3ccccc3C2)c1 (stereo not drawn) | 9 | -5 | 0.2 | 10 | -0.3 | 10 | -6 | -3 | 2
CCOc1ccc(CC(=O)N2CCC3(CC2)NCCc2[nH]cnc23)cc1 | 16 | 2 | 0.2 | 6 | 1.1 | 3 | 6 | 4 | 1
Cc1cc2oc(=O)cc(CN3CCOCC3)c2c(C)c1Cl | 7 | -5 | -0.1 | -2 | -0.2 | -1 | 1 | 7 | 0
Fc1cccc(CSc2nc3ncccc3[nH]2)c1 | 5 | -4 | 0.9 | 3 | -0.6 | -13 | -4 | 0 | 4
CCOC(=O)c1c(CSc2ccc(C)cc2)oc2ccc(O)cc12 | -10 | -2 | 20 | 0 | -0.2 | -23 | -6 | 1 | 1
COc1ccc(CCNC(=S)Nc2cccc(C)c2)cc1 | 12 | -4 | -0.3 | -6 | -0.7 | 1 | -11 | -6 | -1
CN(C(=O)COC(=O)c1cc([N+](=O)[O-])ccc1Cl)c1ccccc1 | -5 | 1 | -0.5 | -4 | -0.3 | -9 | 5 | -6 | 3
Cc1cc(C)n2nc(-c3sccc3-n3c(C)ccc3C)cc2n1 | -6 | -6 | 0.1 | 8 | -0.2 | 24 | -2 | 0 | -1
O=C1[C@@H]2Cc3c([nH]c4ccccc34)C(c3ccccc3)N2C(=O)CN1C1CC1 (stereo partly drawn) | 5 | 4 | 0.7 | 7 | -0.6 | -4 | -1 | 8 | 0
O=C(Nc1ccc(S(=O)(=O)N2CCCCCC2)cc1)C1CCCO1 (stereo not drawn) | -7 | -3 | 0.7 | -2 | 2.2 | 1 | . | -4 | 4
